aDG glyco up = increases alpha dystroglycan glycosylation; 360,000 compounds, 0.22% hits; Pro5-aDG cells, alpha-DG glycosylation AlphaScreen (IIH6); 0% Pro5, 100% B10-LARGE cell signal; activation, % at 10 µM;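 active = activation of at least 8% versus controls, or a plate z-score of at least 8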;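 note: Pro5 are CHO cells carrying HIG-tagged alpha-DG that lacks glycosylation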
Exocytosis inh = lytic granule exocytosis inhibition; TALL-104 LAMP-1 surface exposure, flow cytometry; cells stimulated with thapsigargin and PMA; inhibition, % at 10 µM; AID 651702; 360,000 compounds, 0.66% hits;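 active = inhibition above about 55%, limit read from the data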
MC4R antag cAMP = antagonists of human melanocortin 4 receptor (MC4R) | 360,000 compounds, 0.48% hits | MC4R-expressing cells, MTII-stimulated cAMP, LANCE TR-FRET | inhibition, % at 6.5 µM;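 active = inhibition above its plate's cutoff, the mean of tested wells on that plate plus 3 SD, cut at about 29% in these data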;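 note: 0% = Melanotan II alone and 100% = Melanotan II plus saturating MCL0020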
Target sequence (P32245 whole entry, looked up): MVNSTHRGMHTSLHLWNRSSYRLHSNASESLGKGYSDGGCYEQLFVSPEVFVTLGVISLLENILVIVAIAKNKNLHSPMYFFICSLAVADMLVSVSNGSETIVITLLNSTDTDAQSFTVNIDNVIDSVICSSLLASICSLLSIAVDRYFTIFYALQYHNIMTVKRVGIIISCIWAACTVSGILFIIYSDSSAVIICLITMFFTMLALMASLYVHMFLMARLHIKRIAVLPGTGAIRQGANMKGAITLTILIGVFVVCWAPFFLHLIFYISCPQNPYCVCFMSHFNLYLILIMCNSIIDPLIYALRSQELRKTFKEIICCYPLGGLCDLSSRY
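Test system: U2OS cells stably expressing human melanocortin 4 receptor (MC4R); also added: Melanotan II challenge; compound: 6.5 µM single dose; timing: 30-min compound preincubation, 1-h Melanotan II challenge, 1-h detection, room temperature; signal: Eu-cAMP/anti-cAMP TR-FRET, emission 671 nm; repeats: one well per compound, no replicates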
MC4R ag barr = activates human MC4R beta-arrestin recruitment; activation, % at 8.9 µM; 360,000 compounds, 0.98% hits; P32245; U2OS MC4R beta-arrestin complementation, luminescence; percent of melanotan II response, DMSO zero;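 active = activation above a per-plate cutoff, the mean activation of sample wells on that plate plus 3 SD, cut at about 8% in these data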
ABHD5-PLIN5 inh = inhibitors of human ABHD5-perilipin-5 interaction. Q00G26+Q8WTS1. Split G. princeps luciferase complementation, luminescence, 4 h. inhibition, % at 4 µM. 360,000 compounds, 0.78% hits;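 active = inhibition above the mean inhibition across every tested compound plus 3 SD, cut at about 22% in these data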;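 note: 0% = DMSO only wells and the 100% control is not disclosed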
Glyco luc inh = N-linked glycosylation inhibition; D54 ERlucT glycosylation luciferase reporter, 24 h; percent of 100 nM tunicamycin response; reporter increase, % at 12.5 µM; 360,000 compounds, 0.23% hits; AID 588692;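 active = mean luciferase reporter signal, scaled so untreated is 0 and the glycosylation-blocking control 100, at or above a set limit in every replicate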;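 note: luciferase carries N-glycosylation sites so blocking glycosylation raises the light; 0% = median of neutral control wells and 100% = median of 100 nM tunicamycin wells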
HTR2A ag = agonists of mouse serotonin 5-HT2A receptor (HTR2A); CHO-K1 mHTR2A beta-arrestin complementation, luminescence; percent of 30 µM serotonin response; activation, % at 7.6 µM; 360,000 compounds, 0.66% hits; AID 624169;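 active = activation above a run cutoff, the mean activation of all tested compounds plus 3 SD, cut at about 14% in these data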;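 note: 0% = plate median of compound wells and 100% = 30 µM serotonin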
Target sequence (P35363 whole entry, looked up): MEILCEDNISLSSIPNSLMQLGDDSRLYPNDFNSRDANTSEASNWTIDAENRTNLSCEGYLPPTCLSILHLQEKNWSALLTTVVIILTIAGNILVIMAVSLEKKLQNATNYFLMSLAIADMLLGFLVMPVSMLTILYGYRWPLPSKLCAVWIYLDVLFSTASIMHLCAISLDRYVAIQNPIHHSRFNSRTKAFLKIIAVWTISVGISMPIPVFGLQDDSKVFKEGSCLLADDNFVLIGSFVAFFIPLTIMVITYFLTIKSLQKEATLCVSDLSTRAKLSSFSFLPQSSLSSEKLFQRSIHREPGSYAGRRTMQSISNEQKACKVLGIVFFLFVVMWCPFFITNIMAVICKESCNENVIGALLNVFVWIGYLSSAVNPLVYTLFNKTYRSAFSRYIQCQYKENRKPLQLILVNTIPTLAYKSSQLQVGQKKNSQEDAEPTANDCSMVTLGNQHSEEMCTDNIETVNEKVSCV
Cardio protect = modulators protecting cardiomyocytes from myocardial damage | H9c2 cardiomyocytes, H2O2 injury protection, ATPLite, 2 h | protection from H2O2 cell death, % at 20 µM | 360,000 compounds, 0.63% hits | AID 588492;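 active = compounds giving at least 50% protection of heart cells from peroxide-induced death in the single-dose screen, raw or plate-pattern-corrected value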;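 note: 0% = DMSO wells with peroxide and 100% = DMSO wells without peroxide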
iPSC survival up = increases survival of single human iPS cells. hiPSC single-cell survival, ATPlite luminescence; 100% = ROCK inhibitor wells, 0% = DMSO. survival enhancement, % at 20 µM. 360,000 compounds, 0.044% hits; in the data active = survival enhancement above about 18%;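 note: cells exposed to compounds for 16 hours before the ATP read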
ABCB6 inh 2 = human ABCB6 transporter inhibition; K562-ABCB6 porphyrin accumulation, flow cytometry, 1 h; active compounds read low; fluorescence ratio to DMSO, % at 10 µM; Q9NP58; 360,000 compounds, 0.19% hits;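 active = fluorescence ratio to DMSO below 75%, the collection mean minus 3 SD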;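 note: signal is porphyrin accumulated inside mitochondria; 100% equals median channel fluorescence of DMSO control wells; lower ratio means ABCB6 inhibition with less porphyrin fluorescence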
Active calls of the source: *. Rows were taken by chance; any-hit rate near 4.5%.

For CCC(C)[C@H](NC(=O)NC1CCCc2ccccc21)C(=O)O (stereo partly drawn) the results were aDG glyco up -0.4, Exocytosis inh 0.1, MC4R antag cAMP 5.9, MC4R ag barr 0.1, ABHD5-PLIN5 inh 9.1, Glyco luc inh 1.0, HTR2A ag 1.8, Cardio protect -2.6, iPSC survival up 0.5 and ABCB6 inh 2 99.0.
Screening COc1ccc(-n2ccc(=O)c3c2CCCC3=O)cc1 returned aDG glyco up -0.1, Exocytosis inh -5.8, MC4R antag cAMP -3.0, MC4R ag barr -1.6, ABHD5-PLIN5 inh 2.5, Glyco luc inh -2.6, HTR2A ag -3.3, Cardio protect 6.3, iPSC survival up 7.6 and ABCB6 inh 2 96.0.
Screening CCC(CC)C(=O)c1c[nH]c(C(=O)NCCc2ccccn2)c1 returned aDG glyco up 0.0, Exocytosis inh 2.8, MC4R antag cAMP 0.7, MC4R ag barr -0.9, ABHD5-PLIN5 inh 2.2, Glyco luc inh 2.4, HTR2A ag 3.5, Cardio protect -0.3, iPSC survival up 4.0 and ABCB6 inh 2 87.0.
C[C@@H](NC(=O)c1[nH]cnc1C(=O)Nc1ccccc1F)c1ccccc1 was read as aDG glyco up 0.1, Exocytosis inh 15.2, MC4R antag cAMP 2.0, MC4R ag barr -0.3, ABHD5-PLIN5 inh -14.1, Glyco luc inh -0.8, HTR2A ag -2.7, Cardio protect 7.2, iPSC survival up 4.9 and ABCB6 inh 2 95.0.
`CC(/C=C1\SC(=S)N(c2ccc(C(=O)O)cc2)C1=O)=C\c1ccccc1` gave aDG glyco up -0.1, Exocytosis inh -1.0, MC4R antag cAMP 8.9, MC4R ag barr 0.3, ABHD5-PLIN5 inh 0.1, Glyco luc inh 0.0, HTR2A ag -2.1, Cardio protect 4.5, iPSC survival up 1.7 and ABCB6 inh 2 95.0.
For O=C(COc1ccc(Cl)cc1)Nc1ccccc1CO the results were aDG glyco up 0.1, Exocytosis inh -4.9, MC4R antag cAMP -3.4, MC4R ag barr -0.9, ABHD5-PLIN5 inh 0.8, Glyco luc inh -2.6, HTR2A ag -7.1, Cardio protect -6.7, iPSC survival up 2.5 and ABCB6 inh 2 91.0.
COc1ccc(CC2(CO)CCN(Cc3cc4ccccc4o3)CC2)cc1 was read as aDG glyco up 0.7, Exocytosis inh 0.2, MC4R antag cAMP 5.3, MC4R ag barr -1.8, ABHD5-PLIN5 inh 3.7, Glyco luc inh -2.4, HTR2A ag 39.6*, Cardio protect -5.7, iPSC survival up 0.5 and ABCB6 inh 2 101.0.
O=C(OCC(=O)N1CCOCC1)c1ccc(F)cc1Cl was read as aDG glyco up -0.1, Exocytosis inh -8.0, MC4R antag cAMP -10.8, MC4R ag barr 0.9, ABHD5-PLIN5 inh 5.0, Glyco luc inh 1.2, HTR2A ag -1.2, Cardio protect -1.0, iPSC survival up 1.5 and ABCB6 inh 2 110.0.
`COc1ccc(OCc2cc(C(=O)NCC3(C)COC3)no2)c(Cl)c1` gave aDG glyco up 0.1, Exocytosis inh -7.7, MC4R antag cAMP 7.6, MC4R ag barr -0.5, ABHD5-PLIN5 inh -5.8, Glyco luc inh 0.8, HTR2A ag 1.0, Cardio protect 1.7, iPSC survival up 0.0 and ABCB6 inh 2 96.0.
COc1ccc(CN(C)C(=O)[C@H]2O[C@@H](n3cnc4c(N)ncnc43)[C@H](O)[C@@H]2O)cc1OC was read as aDG glyco up 0.3, Exocytosis inh 9.0, ABHD5-PLIN5 inh 5.7, Glyco luc inh 0.0, HTR2A ag 2.5, Cardio protect 2.0, iPSC survival up -0.7 and ABCB6 inh 2 101.0.
Screening COc1cccc2sc(=NC(=O)CS(=O)(=O)c3ccc(F)cc3)n(C)c12 returned aDG glyco up 0.0, Exocytosis inh 3.0, MC4R antag cAMP -7.8, MC4R ag barr -2.0, ABHD5-PLIN5 inh 4.2, Glyco luc inh -0.8, HTR2A ag -1.9, Cardio protect -13.7, iPSC survival up -0.5 and ABCB6 inh 2 97.0.
For CC1CCCCC1NC(=O)COC(=O)/C=C/c1ccc2c(c1)OCO2 (stereo not drawn) the results were aDG glyco up 0.1, Exocytosis inh -1.6, MC4R antag cAMP 0.5, MC4R ag barr 3.7, ABHD5-PLIN5 inh -3.7, Glyco luc inh 0.9, HTR2A ag 2.4, Cardio protect -2.3, iPSC survival up -0.5 and ABCB6 inh 2 88.0.
`CC(C)Sc1nc(SCC(=O)NCc2ccco2)c2c3c(sc2n1)COC(C)(C)C3` gave aDG glyco up 0.1, Exocytosis inh 4.9, MC4R antag cAMP 1.7, MC4R ag barr -2.1, ABHD5-PLIN5 inh -2.5, Glyco luc inh -4.3, HTR2A ag 0.0, Cardio protect 5.7, iPSC survival up -0.2 and ABCB6 inh 2 inactive.
For Cc1occc1C(=O)N/N=C/c1cccc2ccccc12 the results were aDG glyco up -0.1, Exocytosis inh 20.6, MC4R antag cAMP -6.0, MC4R ag barr -1.1, ABHD5-PLIN5 inh -17.0, Glyco luc inh -1.2, HTR2A ag -7.9, Cardio protect -7.9, iPSC survival up 0.2 and ABCB6 inh 2 97.0.
For Oc1cccc(-c2ccc3nccn3c2)c1 the results were aDG glyco up 0.1, Exocytosis inh 8.9, MC4R antag cAMP -2.6, MC4R ag barr 0.2, ABHD5-PLIN5 inh 4.4, Glyco luc inh -2.6, HTR2A ag -1.7, Cardio protect -0.8, iPSC survival up -1.9 and ABCB6 inh 2 106.0.
For CC(Oc1ccc(Cl)cc1Cl)C(=O)N(C)c1ccccc1 (stereo not drawn) the results were aDG glyco up 0.0, Exocytosis inh 2.5, MC4R antag cAMP 23.4, MC4R ag barr -0.9, ABHD5-PLIN5 inh 3.9, Glyco luc inh -1.3, HTR2A ag -3.1, Cardio protect -3.5, iPSC survival up 0.5 and ABCB6 inh 2 99.0.
Screening CC(=O)N1c2ccccc2N=C(c2ccc(C(F)(F)F)cc2)C1C(=O)NC(C)C (stereo not drawn) returned aDG glyco up 0.0, Exocytosis inh -7.5, ABHD5-PLIN5 inh 1.1 and HTR2A ag -2.2.
For NCC(=O)N1CCC(C(=O)N[C@@H](Cc2c[nH]c3ccccc23)C(=O)O)CC1 the results were aDG glyco up 0.0, Exocytosis inh -6.9, MC4R antag cAMP 17.9, MC4R ag barr 0.8, ABHD5-PLIN5 inh -9.4, Glyco luc inh -2.3, HTR2A ag 4.2, Cardio protect -2.1, iPSC survival up -0.5 and ABCB6 inh 2 99.0.
Screening CS(=O)(=O)N1CCC(C(=O)Nc2ccc(F)c(Cl)c2)CC1 returned aDG glyco up 0.1, Exocytosis inh -3.5, MC4R antag cAMP 0.7, MC4R ag barr -3.0, ABHD5-PLIN5 inh -1.0, Glyco luc inh 0.7, HTR2A ag -5.3, Cardio protect 4.8, iPSC survival up 3.1 and ABCB6 inh 2 95.0.
O=C1C2CC=CCC2C(=O)N1c1n[nH]c(Cc2ccccc2)n1 (stereo not drawn) was read as aDG glyco up 0.1, Exocytosis inh 1.1, MC4R antag cAMP 3.1, MC4R ag barr 1.1, ABHD5-PLIN5 inh -1.8, Glyco luc inh 0.7, HTR2A ag -0.9, Cardio protect 4.1, iPSC survival up -1.1 and ABCB6 inh 2 100.0.

Quoted at random: 2 entries already listed
Screening CC(=O)N1c2ccccc2N=C(c2ccc(C(F)(F)F)cc2)C1C(=O)NC(C)C (stereo not drawn) returned aDG glyco up 0.0, Exocytosis inh -7.5, ABHD5-PLIN5 inh 1.1 and HTR2A ag -2.2.
Screening COc1cccc2sc(=NC(=O)CS(=O)(=O)c3ccc(F)cc3)n(C)c12 returned aDG glyco up 0.0, Exocytosis inh 3.0, MC4R antag cAMP -7.8, MC4R ag barr -2.0, ABHD5-PLIN5 inh 4.2, Glyco luc inh -0.8, HTR2A ag -1.9, Cardio protect -13.7, iPSC survival up -0.5 and ABCB6 inh 2 97.0.

Continued.
For CC(C)NC(=S)N1CCN(Cc2ccc3c(c2)OCO3)CC1 the results were aDG glyco up -0.1, Exocytosis inh -5.9, MC4R antag cAMP 8.4, MC4R ag barr 0.5, ABHD5-PLIN5 inh 4.7, Glyco luc inh 1.0, HTR2A ag 5.5, Cardio protect -4.9, iPSC survival up 3.4 and ABCB6 inh 2 100.0.
For CC1Cc2ccccc2N1C(=O)CN1CCC(n2nnc3cc(C(F)(F)F)ccc32)CC1 (stereo not drawn) the results were aDG glyco up 1.6, Exocytosis inh -1.4, MC4R antag cAMP 1.6, MC4R ag barr 1.8, ABHD5-PLIN5 inh -10.2, Glyco luc inh -5.8, HTR2A ag -6.5, Cardio protect -19.9, iPSC survival up -1.1 and ABCB6 inh 2 89.0.
COc1cc(Cl)c(CN2CCC(CCC(=O)NC3CC3)CC2)cc1OC was read as aDG glyco up -0.1, Exocytosis inh -1.8, MC4R antag cAMP 6.6, MC4R ag barr -1.8, ABHD5-PLIN5 inh 3.5, Glyco luc inh -2.4, HTR2A ag 0.8, Cardio protect 2.8, iPSC survival up 0.0 and ABCB6 inh 2 100.0.
Screening CCCCn1c(SCC(=O)Nc2nnc(CC)s2)nc2ccccc2c1=O returned aDG glyco up 0.6, Exocytosis inh -0.9, MC4R antag cAMP 4.8, MC4R ag barr 0.8, ABHD5-PLIN5 inh 3.3, Glyco luc inh 3.6, HTR2A ag 3.4, Cardio protect 0.2, iPSC survival up -1.5 and ABCB6 inh 2 96.0.
COc1ccc(NC(=O)CSC(C)c2nc3ccccc3c(=O)[nH]2)cc1 (stereo not drawn) was read as aDG glyco up -0.1, Exocytosis inh 3.0, MC4R antag cAMP -1.6, MC4R ag barr -3.8, ABHD5-PLIN5 inh 3.8, Glyco luc inh 1.4, HTR2A ag 6.1, Cardio protect 6.7, iPSC survival up 0.2 and ABCB6 inh 2 97.0.
Screening O=C(CSc1nc2ccccc2s1)NCC1CCCO1 (stereo not drawn) returned aDG glyco up 0.0, Exocytosis inh -1.6, MC4R antag cAMP 0.3, MC4R ag barr -4.0, ABHD5-PLIN5 inh 0.1, Glyco luc inh -0.7, HTR2A ag 2.4, Cardio protect 2.7, iPSC survival up 0.3 and ABCB6 inh 2 95.0.
For C=CCn1c(SCC(=O)Nc2ccc(OC)cc2)nnc1-c1cnccn1 the results were aDG glyco up 0.1, Exocytosis inh 2.9, MC4R antag cAMP -5.2, MC4R ag barr -0.8, ABHD5-PLIN5 inh -3.9, Glyco luc inh 1.9, HTR2A ag -4.2, Cardio protect 5.6, iPSC survival up -0.7 and ABCB6 inh 2 94.0.
`COC(=O)C1=C(C)Nc2c(c(=O)n(C)c(=O)n2C)C1c1cccs1` (stereo not drawn) gave aDG glyco up -0.4, Exocytosis inh -0.4, MC4R antag cAMP 1.4, MC4R ag barr 1.2, ABHD5-PLIN5 inh 3.2, Glyco luc inh 1.0, HTR2A ag 5.3, Cardio protect 6.2, iPSC survival up -1.7 and ABCB6 inh 2 113.0.
Screening Cc1ccc(C)c(NC(=O)CN(C)C(=O)c2ccc(-c3ccc(Cl)cc3)o2)c1 returned aDG glyco up -0.2, Exocytosis inh -0.3, MC4R antag cAMP -4.8, MC4R ag barr -0.1, ABHD5-PLIN5 inh 12.0, Glyco luc inh -0.3, HTR2A ag 5.0, Cardio protect -1.3, iPSC survival up 1.0 and ABCB6 inh 2 90.0.

Assay outcomes deposited in PubChem by several laboratories.
